DDE Tn7 FP inh: inhibitors of Tn7 peptide binding to fibrin DD(E), primary screen, biochemical, fluorescence polarization, human fibrin, Tn7 probe; Fibrinogen beta chain (Homo sapiens), P02675; actives 0.13% (n = 370,000); AID 720508, 2013; inhibition, % at 8.3 µM; FP displacement of FITC-Tn7 peptide from fibrin DD(E); 0% = median of compound wells per plate;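 active = inhibition above the mean of compounds falling within the control limits plus 3 SD of them, cut at about 14% in these data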;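 note: 0% = plate median of compound wells and 100% = 10 µM Aha-Tn7 peptide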
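Assay system: human fibrin DD(E) protein / Input: 2 µM fibrin DD(E) / Benchmarks: high control of 10 µM Aha-Tn7 peptide / Measured by: fluorescence polarization of the labelled Tn7 tracer / Medium: Tris buffer with calcium and detergent, pH 7.8 / Timing: 10 min compound pre-incubation, 3 h probe incubation at room temperature / Repeats: one replicate per compound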
UHRF1 MBD2 ctr: UHRF1 methylated DNA binding inhibitors, primary screen, counter-screen for MBD2 inhibitor project, biochemical, TR-FRET, human UHRF1, single concentration | inhibition, % at 4.4 µM | UHRF1 binding to methylated oligo | E3 ubiquitin-protein ligase UHRF1 (Homo sapiens), Q96T88 | actives 0.75% (n = 370,000); in the data active = inhibition above about 21%;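 note: UHRF1 SRA domain binding a hemimethylated CpG hairpin DNA probe; 0% = median of test compound wells and 100% = reference inhibitor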
Target sequence (Q96T88 whole entry, looked up, the tested form may be a part): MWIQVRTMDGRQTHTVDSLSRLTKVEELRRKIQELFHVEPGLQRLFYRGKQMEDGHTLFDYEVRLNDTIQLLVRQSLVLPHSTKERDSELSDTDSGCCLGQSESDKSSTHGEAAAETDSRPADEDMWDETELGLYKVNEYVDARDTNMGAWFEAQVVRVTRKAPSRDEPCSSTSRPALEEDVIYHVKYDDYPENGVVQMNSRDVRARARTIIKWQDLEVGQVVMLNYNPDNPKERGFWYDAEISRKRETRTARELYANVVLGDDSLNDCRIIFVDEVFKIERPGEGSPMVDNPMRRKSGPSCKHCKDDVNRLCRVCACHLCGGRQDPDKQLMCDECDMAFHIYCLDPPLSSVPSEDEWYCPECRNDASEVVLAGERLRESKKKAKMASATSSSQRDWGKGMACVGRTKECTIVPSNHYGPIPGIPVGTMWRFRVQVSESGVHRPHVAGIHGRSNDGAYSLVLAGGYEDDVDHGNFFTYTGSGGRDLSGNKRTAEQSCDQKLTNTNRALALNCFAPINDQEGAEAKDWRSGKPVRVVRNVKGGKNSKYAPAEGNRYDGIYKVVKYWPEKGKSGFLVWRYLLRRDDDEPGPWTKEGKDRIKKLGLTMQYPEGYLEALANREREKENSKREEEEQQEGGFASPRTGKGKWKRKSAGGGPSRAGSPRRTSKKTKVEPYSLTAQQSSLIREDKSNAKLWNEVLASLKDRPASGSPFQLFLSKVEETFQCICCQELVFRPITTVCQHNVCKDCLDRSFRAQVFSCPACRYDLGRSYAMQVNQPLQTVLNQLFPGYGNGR
ARFGAP1 inh: inhibitors of rat ARFGAP1 GAP activity, primary screen, biochemical, fluorescence polarization, GDP tracer | inhibition, % at 16.5 µM | actives 0.26% (n = 360,000) | Arfgap1-stimulated ARF1 GTP hydrolysis, GDP FP detection;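 active = inhibition above a per-plate limit, mean inhibition of low control wells plus 3 SD, cut at about 25% in these data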;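 note: 0% = DMSO wells with enzyme and 100% = wells lacking Arfgap1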
Target sequence (Q62848 1-136 limits assumed): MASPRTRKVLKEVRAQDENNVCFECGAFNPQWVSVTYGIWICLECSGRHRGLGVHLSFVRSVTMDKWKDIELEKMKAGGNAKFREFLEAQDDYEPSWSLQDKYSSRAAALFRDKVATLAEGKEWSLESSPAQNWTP
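System: truncated rat Arfgap1 GAP domain / Medium: HEPES-based buffer, pH 7.5 / Also added: N-terminally truncated human ARF1-GTP substrate / Incubation: enzyme reaction 120 min at 25 °C after 20 min preincubation / Measured by: FP of antibody-bound GDP Alexa 633 tracer, ex 620/em 688 nm / Replicates: singlicate, each compound tested once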
ASAP1 GAP inh: inhibitors of human ASAP1 ArfGAP activity, primary screen, biochemical, fluorescence polarization. ASAP1-stimulated ARF1 GTP hydrolysis, GDP FP detection. inhibition, % at 16.5 µM. actives 0.19% (n = 360,000). AID 624377, 2012; in the data active = inhibition above about 25%;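 note: 0% = vehicle with enzyme and substrate and 100% = no enzyme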
PLCb3 inh: human PLC-beta3 inhibitors, primary screen, biochemical, fluorescence. actives 0.18% (n = 370,000). 1-phosphatidylinositol 4,5-bisphosphate phosphodiesterase beta-3 (Homo sapiens), Q01970. Purified PLC-beta3, fluorogenic substrate. inhibition, % at 12.2 µM; in the data active = inhibition above about 11%;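 note: 0% = median of compound wells on plate and 100% = full blocker control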
PLCg1 inh: PLC-gamma1 enzyme inhibitors, primary screen, biochemical, fluorescence, purified enzyme; 1-phosphatidylinositol 4,5-bisphosphate phosphodiesterase gamma-1 (Homo sapiens), P19174; fluorogenic substrate; inhibition, % at 12.2 µM; actives 0.84% (n = 370,000); in the data active = inhibition above about 9.5%
ADAM17 inh: ADAM17 inhibitors, primary screen, biochemical, QFRET | inhibition, % at 6.95 µM | Disintegrin and metalloproteinase domain-containing protein 17 (Homo sapiens), P78536 | actives 0.83% (n = 370,000) | recombinant ADAM17, EDANS/DABCYL FRET peptide cleavage;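 active = inhibition above the mean of compounds lying between control limits plus 3 SD, set per campaign, cut at about 8.5% in these data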;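 note: 0% = DMSO-only wells as the low control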
Tn6 DDE FP: inhibitors of Tn6 peptide binding to fibrin DD(E), primary screen, biochemical, fluorescence polarization, human fibrin, Tn6 probe | AID 720509, 2013 | Fibrin DD(E) TRITC-Tn6 fluorescence polarization displacement | actives 0.21% (n = 370,000) | inhibition, % at 8.3 µM;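 active = inhibition above a per-campaign cutoff: mean of compounds within control limits plus 3 SD, cut at about 15% in these data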;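 note: 0% = median of all compound wells on the plate and 100% = blocking peptide control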
proKLK7 act: proKLK7 zymogen activators, primary screen, biochemical, fluorescence intensity; actives 0.9% (n = 370,000); Kallikrein-7 (Homo sapiens), P49862; activation, % at 7 µM; purified proKLK7, EDANS-DABCYL substrate fluorescence; 100% is mature enzyme control, 0% vehicle;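 active = activation above the mean of all tested compounds plus 3 SD, computed per campaign excluding outliers beyond control limits, cut at about 13% in these data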
MBD2 DNA inh: inhibitors of MBD2 binding to methylated DNA, primary screen, biochemical, TR-FRET, DNA-binding domain, human. Methyl-CpG-binding domain protein 2 (Homo sapiens), Q9UBB5. MBD2 binding to methylated oligonucleotide. inhibition, % at 4.4 µM. actives 0.31% (n = 370,000); in the data active = inhibition above about 13%
An asterisk follows results filed as active; · = not tested or not shown.

Order of results – DDE Tn7 FP inh, UHRF1 MBD2 ctr, ARFGAP1 inh, ASAP1 GAP inh, PLCb3 inh, PLCg1 inh, ADAM17 inh, Tn6 DDE FP, proKLK7 act, MBD2 DNA inh
> Cc1ccc(CNC2CCC23CCC(c2ccccc2)CC3)o1 (configuration not stated)
→ -9, 2, ·, ·, 1, 2, 1, 2, ·, -3
> Cc1ccc(NC(=O)c2ccc(Br)o2)c([N+](=O)[O-])c1
→ 3, -2, -7, -6, -5, 5, 1, 1, 0.5, 4
> COc1cccc(C(C(=O)NC2CCCCC2)N(C(=O)c2ccco2)c2ccccc2OC)c1 (configuration not stated)
→ 9, 1, 7, -5, -2, 1, 0, 1, 1.1, -4
> CCOC(=O)C1CCN(C(=O)COc2cccc(C)c2)CC1
→ 3, -2, 5, -11, 4, -1, 1, 1, -0.2, -1
> O=C(Nc1ccc(C(=O)O)cc1)/C(=C\c1ccco1)NC(=O)c1ccc(Br)cc1
→ 5, 10, -5, 15, -81, -55, -5, -6, 5.8, 5
> Cc1ccc(NC(=O)CCC(=O)NNC(=O)COc2ccccc2)c(C)c1
→ -7, 0, -5, -14, 1, 4, 4, -3, -0.2, 2
> Cc1cccc(-n2cnc3cc(C(=O)NCC4CCCO4)ccc32)c1 (configuration not stated)
→ -4, -3, 6, 12, 1, 2, 1, -7, 0.1, -4
> CCOC(=O)CC(=O)CSCC(=O)Nc1ccc(C)cc1
→ -4, 1, -13, -7, -9, 0, 9.1*, -1, -1.1, -2
> CCNC(=O)N1CCCC(C(=O)c2ccc(OC)c(OC)c2)C1 (configuration not stated)
→ 2, 0, 2, -3, -5, 3, 0, 7, 1.0, -6
> Cc1cc(NN)nc(Cc2ccccc2)n1
→ 1, 2, 2, -11, -7, 3, 0, -7, 0.6, -1
> C[C@H]1C2CC(OC(=O)Nc3cccc(F)c3)C(C2)[C@H]2CCCCN21 (some centres not stated)
→ 8, -1, ·, ·, 1, -1, -6, 3, -0.4, 0
> CCOC(=O)C1=C(COC(=O)CSc2ccc(Br)cc2)NC(=O)NC1C (configuration not stated)
→ 6, -5, 7, -5, -5, -4, 0, 0, 0.7, -4
> CCCn1c(NCc2cccc(OC)c2O)nc2ccccc21
→ 0, 0, -8, -6, 3, 2, 1, -9, -0.4, -3
> CCc1c(C(=O)N/N=C/c2cccs2)nnn1-c1nonc1N
→ 1, 0, -9, -17, -7, 0, -4, 5, -0.1, 1
> CCNc1nc(NCC)n2c(SCC(=O)Nc3ccc(C)c(C)c3)nnc2n1
→ -5, 3, 6, -7, -10, -1, -5, -6, -0.7, 5
> COc1ccc(NC(=O)[C@@H]2CCCN2S(=O)(=O)c2cccc3cccnc23)cc1
→ -2, -3, -3, 9, 1, 5, 0, -3, -0.2, -3
> CCOC(=O)C1CCN(c2nc(C)cc(C)c2C#N)CC1
→ -6, -2, 6, -5, -39, -20, -57, -6, 1.6, -3
> NC(=O)c1ccccc1OCC(=O)c1ccc(Cl)cc1
→ 8, -3, 6, -3, -6, -3, -3, 5, -0.2, -1
> Cc1nc2c(c(C)nn2-c2ccccc2)c(C)c1C
→ -8, 0, -2, -4, -14, -4, -7, -1, -0.8, 2
> Cc1ccc(NC(=O)CNC(=O)c2ccc(Br)o2)nc1
→ -2, -1, 1, -8, -8, -6, -3, 6, -0.2, 0
> Cc1ccc(CNC(=O)CSc2nc(=O)n3cccc(C)c3n2)cc1
→ -7, -2, 13, 0, -6, 0, -14, 3, 1.2, -1
> COc1ccc(CNC(=O)C(OC(=O)c2ccco2)c2ccccc2F)cc1 (configuration not stated)
→ 14*, 0, 11, -4, -4, -1, 0, -3, 0.3, -2
> COc1cccc(N2C(=O)CN(Cc3ccc(OC)c(OC)c3)C2=S)c1
→ 0, 1, -6, -2, -4, 1, 1, 3, -0.2, 3
> C[C@@H]1CC[C@@]2(O[C@H](CCO)C[C@H](O)[C@H]2O)O1
→ 5, 5, 10, 1, 5, 6, 3, 0, 0.0, 3
> Nn1c(COc2ccccc2)nc2ccccc2c1=O
→ 0, 1, -3, 1, -2, -1, -5, 2, -0.2, 5
> COC(=O)C(CC(C)C)NC(=O)CSc1nc(-c2ccccc2)c(C#N)c(=O)[nH]1 (configuration not stated)
→ 2, 1, 6, 13, -3, -2, -3, 4, -0.4, -6
> c1cncc(CNc2ncnc3sc4c(c23)CCCC4)c1
→ -1, -2, 8, -13, -7, 2, -2, 6, 0.0, -7
> Cc1c(S(=O)(=O)N2CCCC2)c(=O)n(C)c(=O)n1C
→ 1, 5, -9, -3, -3, 3, 2, -6, 0.3, -3
> CC(C)c1nnc(SCC(=O)N2CCc3ccccc32)n1C
→ 4, 5, -3, -9, -1, 2, -2, 3, -0.6, -5
> COc1cccc(N2C(=O)CC(N3CCN(S(=O)(=O)c4ccccc4)CC3)C2=O)c1 (configuration not stated)
→ 0, -1, 3, 3, 2, 0, -2, -3, -0.6, -5
> O=C(COc1cccc2c1CCN(Cc1ccccc1)C2=O)N1CCCCC1
→ -4, 1, 4, 5, -3, 2, 1, -3, 0.4, -4
> Nc1ccccc1N=Nc1ccccc1N
→ -1, 8, 4, -5, -26, -17, -8, -1, 0.6, -1
> Cc1cc(=O)[nH]c(SCC(=O)Nc2ccc(C)c(S(=O)(=O)N3CCCCC3)c2)n1
→ 0, -1, 1, 6, -2, 12*, 2, -3, 0.2, -7
> C=CCn1c(SC(C)C(=O)NCc2ccc3c(c2)OCO3)nc2scc(-c3ccccc3)c2c1=O (configuration not stated)
→ -4, -1, 23, -7, 3, 1, 6, 5, -0.3, -1
> CC1(c2ccccc2)NC(=O)N(CC(=O)N2CCN(S(=O)(=O)c3cccc(C(F)(F)F)c3)CC2)C1=O (configuration not stated)
→ 5, 1, 2, -19, -4, 3, 2, -5, 0.1, 2
> COc1ccc(-c2onc(C)c2-c2cnn(-c3ccccc3)c2)c(O)c1C
→ 5, 2, -6, 22, -2, 0, -3, -3, 0.7, 6
> CCOC(=O)[C@@H]1[C@H]2COc3cc(OC)ccc3[C@@H]2N2C(=O)N(c3cccc(C)c3)C(=O)[C@@]12C
→ 3, 11, 12, 11, 1, 1, -3, 0, 0.3, 3
> Cc1onc(-c2ccc3c(c2)OCO3)c1-c1ccc2[nH]ccc2c1
→ -1, 2, 0, 11, -9, -2, 7, 0, -1.2, 0
> Cc1ccc(S[C@@H](CCN2CC[C@H](NC(=O)OCc3ccccc3)CCC2=O)c2ccccc2)cc1
→ 5, 6, 12, 11, -1, 1, 3, 4, 0.6, 5
> Cc1ccc(-c2cc(N)n[nH]2)cc1
→ 0, -4, -3, 12, -2, 0, -1, 4, -0.3, -5
> Cc1ccc(Nc2ncccc2C(=O)NCc2cccs2)c(C)c1
→ -7, -2, 24, 7, 2, 2, 3, -9, 0.3, 7
> Cc1onc(-c2ccccc2)c1C(=O)N1CCN(c2ccccn2)CC1
→ -1, 0, 4, 0, -7, -1, -5, -3, 0.3, -1
> CC(=O)Nc1ccc(-c2csc(NC=C3C(=O)OC(C)(C)OC3=O)n2)cc1
→ 2, -3, 2, -5, 1, 0, 1, 0, 0.2, 1
> CCC(C(=O)O)n1cnc2scc(-c3ccc(C)c(C)c3)c2c1=O (configuration not stated)
→ 2, -1, 14, 4, -8, -2, -3, -6, 1.1, 1
> OCCN1CCCC12CCC(c1ccccc1)CC2 (configuration not stated)
→ 2, -3, ·, ·, 4, 2, 0, -10, 0.2, 2
> O=C(Nc1ccc(Cl)cc1C(=O)NCc1cccnc1)c1ccco1
→ -2, -3, -4, 3, -5, -5, -1, -4, 0.3, -2
> COC(=O)C/C=C/[C@@H](C)[C@H](NC(=O)OCC(Cl)(Cl)Cl)c1ccc(-c2ccccc2)cc1
→ 2, 0, ·, ·, -2, -1, 3, -14, 0.3, 0
> COCCN1Cc2cccc(C(=O)NCc3cccs3)c2C1=O
→ 0, -6, -11, -1, 2, 2, 1, 4, 0.4, -4
> O=C(N=C1SC2CS(=O)(=O)CC2N1c1ccc(F)cc1F)C1CC1 (configuration not stated)
→ 6, -1, -1, -7, 1, 2, 1, -7, 0.5, -6
> O=C(O)C1CCCCC1C(=O)Nc1ccccn1 (configuration not stated)
→ -2, 0, -1, 18, 3, 7, 1, -8, -0.1, 0
> COc1ccc(/C=C(/NC(=O)c2ccc([N+](=O)[O-])cc2)C(=O)NCCCN(C)C)cc1
→ 4, 1, 8, 8, 0, 0, -5, -4, 0.5, 4
> C=CCc1cccc(/C=N/NC(=O)CNc2cccc3ccccc23)c1O
→ -4, -4, 2, -3, -50, -44, -46, -9, 2.1, -7
> CCCCOCC1CN(CCCC)S(=O)(=O)c2c(Oc3ccc(OC)cc3)cccc2O1 (configuration not stated)
→ -1, 2, 7, 4, 2, 0, -1, -1, 0.8, 0
> COc1ccccc1NC(=O)C(C)OC(=O)CN1C(=O)C2CC=CCC2C1=O (configuration not stated)
→ 7, 1, -3, -2, 1, -3, 2, 2, -0.3, -3
> O=C(CNC(=O)C1CCCCC1)Nc1cc(Cl)cc(Cl)c1
→ 2, -1, 14, 14, -1, 3, -5, -8, -0.5, 1
> COc1ccc(OC)c(NC(=O)CC2(CC(=O)O)CCCC2)c1
→ 1, 2, -4, 13, -3, -1, -3, -2, -0.3, 4
> CC(C)NC(=O)c1ccc(CS(=O)(=O)c2ccc(Br)cc2)o1
→ -5, -2, 4, -3, -1, 2, -3, -2, -1.2, -5
> COc1cccc(C(=O)Nc2ccc(C(=O)c3ccncc3)cc2)c1
→ 0, 4, 17, 2, -7, 5, 1, -7, -0.2, -1
> O=C(NNCc1ccc(O)cc1)c1ccccc1Cl
→ -5, 6, 2, 4, -5, 2, -1, 1, -0.6, 4
> CCCCn1c(N)c(N(CCOC)C(=O)c2cc3c(s2)CCC(C)C3)c(=O)[nH]c1=O (configuration not stated)
→ 0, -3, 7, -8, -15, -9, -4, 9, -0.7, -1

Among those listed so far, 2 contain a cyano group:
Order of results – DDE Tn7 FP inh, UHRF1 MBD2 ctr, ARFGAP1 inh, ASAP1 GAP inh, PLCb3 inh, PLCg1 inh, ADAM17 inh, Tn6 DDE FP, proKLK7 act, MBD2 DNA inh
> CCOC(=O)C1CCN(c2nc(C)cc(C)c2C#N)CC1
→ -6, -2, 6, -5, -39, -20, -57, -6, 1.6, -3
> COC(=O)C(CC(C)C)NC(=O)CSc1nc(-c2ccccc2)c(C#N)c(=O)[nH]1 (configuration not stated)
→ 2, 1, 6, 13, -3, -2, -3, 4, -0.4, -6
